Screening data deposited in PubChem by several laboratories.
GPR55 LPI antagonism – GPR55 antagonists blocking LPI-driven arrestin recruitment, primary screen, imaging, U2OS, beta-arrestin-GFP, LPI agonist (AID 2013); G-protein coupled receptor 55 (Homo sapiens); U2OS GPR55 beta-arrestin-GFP translocation imaging, LPI antagonism; higher % means a stronger effect; inhibition, % at 10 µM; hits with a dose series show IC50 in µM; 290,000 compounds, 0.13% hits;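 active means spots per cell inhibited over 60%, with over 100 cells counted and total cytoplasm intensity under 500,000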;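 further: U2OS cells stably carrying GPR55 and arrestin-GFP stimulated by 5 µM LPI near EC80; imaged beta-arrestin-GFP aggregate spots per cell after agonist stimulation; plate controls were LPI-stimulated DMSO wells for no effect and DMSO wells without LPI for full effect; some results filed as inactive read as strong as hits; confirmed hits need IC50 under 10 µM and bright autofluorescent wells are also inconclusive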
GPR55 activation – GPR55 agonists via beta-arrestin recruitment, primary screen, imaging, U2OS cells, beta-arrestin-GFP redistribution (AID 1961). U2OS GPR55 beta-arrestin-GFP redistribution imaging; higher % means a stronger effect. activation, % at 10 µM; hits with a dose series show EC50 in µM. 290,000 compounds, 0.048% hits;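 active means activation above 40% with more than 50 cells counted in the well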;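 further: U2OS osteosarcoma cells stably expressing GPR55 and beta-arrestin-GFP; plate controls were DMSO negative control for no effect and LPI positive control for full effect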
KOR beta-arrestin-1 – KOR antagonists, beta-arrestin recruitment, cell-based, luminescence, uHTS (AID 1778); Kappa-type opioid receptor (Homo sapiens); KOR beta-arrestin recruitment, luminescence, antagonist mode; higher % means a stronger effect; inhibition, % at 10 µM; hits with a dose series show IC50 in µM; 290,000 compounds, 0.091% hits; further: strong numbers were not always called active
NOD2 inhibition – NOD2 signaling inhibitors, cell-based, luminescence, uHTS, HEK293 (AID 1566). HEK293 NOD2/NF-kB luciferase reporter, luminescence; higher % means a stronger effect. inhibition, % at 4 µM, or EC50 in µM where a hit was titrated. 290,000 compounds, 0.63% hits; further: many of its hits are not listed in these tables
T cell modulator – modulators of CD8 T cell-vesicle binding, primary screen, mouse 2C CD8+ T cells, flow cytometry; 2C CD8+ T cell-vesicle binding; hits give low values; calls only at 7 µM; 330,000 compounds, 0.068% hits; AID 2052, 2009;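 active means response, share of CD8 T cells binding vesicles, and their 90th percentile fluorescence all below set limits, cut at about 80% in these data, passing the limit was not always enough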
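Benchmarks: naked versus QL9-loaded vesicles / Assay system: purified 2C TCR transgenic mouse naive CD8+ T cells / Technique: high-throughput flow cytometry with anti-B7-1 and anti-CD8 staining / Timing: Cell–vesicle co-incubation 1.5 h at 37 °C, staining 20 min on ice / Read-out: percent CD8+ FL2 mean versus row control / Probe or stimulus: QL9-loaded Drosophila micro-vesicles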
Myeloid diff MLP – induction of myeloid progenitor differentiation, primary screen, cell-based, flow cytometry, MLPCN library. AID 624256, 2012. calls only at 10 µM. 360,000 compounds, 1% hits. ER-HoxA9 myeloid progenitors, lysozyme-GFP differentiation;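 active means normalized GFP-positive differentiation at or above the plate's own cutoff, the solvent-only control mean plus 3 SD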;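 further: cells exposed to compound for four days before flow analysis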
NOD1 NF-kB reporter – NOD1 signaling inhibitors, primary screen, cell-based, luminescence, uHTS (AID 1578). 290,000 compounds, 1% hits. one-dose inhibition, % at 4 µM; EC50 in µM for titrated hits. NOD1-driven NF-kB luciferase reporter cells, luminescence; higher % means a stronger effect; in the data active means inhibition mostly above about 36%, no sharp cut-off; inactive means mostly below about 34%;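 further: HEK-293T reporter cells stimulated with the NOD1 agonist gamma-tri-DAP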
KOR beta-arrestin-2 – KOR agonists, beta-arrestin recruitment, primary screen, cell-based, luminescence, uHTS (AID 1777); KOR beta-arrestin recruitment, luminescence; higher % means a stronger effect; one-dose activation, % at 10 µM; EC50 in µM for titrated hits; 280,000 compounds, 0.02% hits; in the data active means activation above about 50%, passing the limit was not always enough; further: a part of the inactive calls stands beside numbers as strong as those of hits
NTR1 ag – agonists of NTR1, primary screen, imaging, U2OS cells, beta-arrestin-GFP, high content (AID 493036); Neurotensin receptor type 1 (Homo sapiens), P30989; NTR1-U2OS beta-arrestin-GFP spot imaging, agonist mode; activation, % at 20 µM; 330,000 compounds, 0.17% hits;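 active means activation at or above 40% of the spot to cytoplasm intensity ratio, with at least 20 cells analyzed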;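 further: 0% = DMSO without peptide and 100% = 100 nM NTR1 peptide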
Target sequence (P30989 whole entry, looked up): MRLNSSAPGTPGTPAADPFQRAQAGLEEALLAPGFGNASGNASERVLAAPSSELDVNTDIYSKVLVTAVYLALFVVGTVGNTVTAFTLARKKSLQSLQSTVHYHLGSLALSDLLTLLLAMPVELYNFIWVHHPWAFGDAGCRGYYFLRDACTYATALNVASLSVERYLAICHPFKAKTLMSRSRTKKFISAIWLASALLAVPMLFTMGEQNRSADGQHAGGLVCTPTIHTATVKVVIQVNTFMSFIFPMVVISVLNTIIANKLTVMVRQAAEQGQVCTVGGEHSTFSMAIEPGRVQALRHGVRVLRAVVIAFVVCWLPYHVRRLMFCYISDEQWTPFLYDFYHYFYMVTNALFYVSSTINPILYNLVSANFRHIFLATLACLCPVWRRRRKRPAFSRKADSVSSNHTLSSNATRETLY
T cell modulator vesicle-bound % – second read-out of T cell modulator, no call of its own (marks repeat the call); double positive events, %; measured here: CD8+ vesicle-bound cell fraction;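 binding gate set so that unloaded-vesicle control wells show 10% double positive cells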
NTR1 ag cell count 20 µM – second read-out of NTR1 ag, no call of its own (marks repeat the call); cell count; measured here: cell count, cytotoxicity flag
Myeloid diff MLP GFP+ MAC1+ % – second read-out of Myeloid diff MLP, no call of its own (marks repeat the call); GFP+ MAC1+ double positive, %; measured here: differentiation confirmed by MAC1 staining
* hit, by the source's call; i = inactive; / = no result given; + = active, no number; [ ] = another dose, or the depositor's remark. Unless noted, no stated cut-off is given here; in the data, active means inhibition above about 50%; inactive means the rest. Only part of the results is shown (hit frequency here may not be typical).

Preview:
SMILES	GPR55 LPI antagonism	GPR55 activation	KOR beta-arrestin-1	NOD2 inhibition	T cell modulator	T cell modulator vesicle-bound %	Myeloid diff MLP	Myeloid diff MLP GFP+ MAC1+ %	NOD1 NF-kB reporter	KOR beta-arrestin-2	NTR1 ag	NTR1 ag cell count 20 µM
NC(=O)[C@@H]1CCNc2c(I)cc([N+](=O)[O-])cc2C(=O)N[C@@H](CCC(=O)O)C(=O)N[C@@H](CO)C(=O)N1	0%	-0.1%	7%	14%	i	28	i	3.3	-3%	-2.3%	-0.4	101
CCCCCCNC(=O)C(=O)NCCc1ccc(Cl)cc1	3%	0.2%	-70%[20 µM]	-14%	i	58	/	/	-54%	/	0.9	53

The list itself, previewed entries included:
SMILES	GPR55 LPI antagonism	GPR55 activation	KOR beta-arrestin-1	NOD2 inhibition	T cell modulator	T cell modulator vesicle-bound %	Myeloid diff MLP	Myeloid diff MLP GFP+ MAC1+ %	NOD1 NF-kB reporter	KOR beta-arrestin-2	NTR1 ag	NTR1 ag cell count 20 µM
NC(=O)[C@@H]1CCNc2c(I)cc([N+](=O)[O-])cc2C(=O)N[C@@H](CCC(=O)O)C(=O)N[C@@H](CO)C(=O)N1	0%	-0.1%	7%	14%	i	28	i	3.3	-3%	-2.3%	-0.4	101
CCCCCCNC(=O)C(=O)NCCc1ccc(Cl)cc1	3%	0.2%	-70%[20 µM]	-14%	i	58	/	/	-54%	/	0.9	53
CCc1cccc(NC(=O)CNC(=O)N2CC(=O)Nc3ccccc32)c1	9%	-0.2%	-24%	13%	i	26	i	0.0	-16%	-2.9%	0.2	75
CCOC(=O)N1CCN(C2CC(=O)N(c3ccc(F)cc3)C2=O)CC1 (configuration not stated)	3%	-0.1%	6%	4%	i	12	i	1.8	2%	0.8%	0.0	54
COc1ccccc1N(CC(=O)Nc1ccc(C(F)(F)F)cc1)S(C)(=O)=O	-10%	-0.1%	8%	12%	i	20	i	0.1	-28%	0.0%	0.5	41
Cc1cnc(NC(=O)C2(c3ccccc3)CC2)s1	2%	-0.7%	6%	-7%	i	44	i	0.2	-19%	0.5%	/	/
O=C(NCc1nnc(SCC(=O)N2CCOCC2)o1)c1c(F)cccc1Cl	14%	0.7%	22%	-3%	i	42	i	0.3	-14%	-0.4%	0.5	83
Cc1cc(Nc2ccccc2)c2c([N+](=O)[O-])ccc(C)c2n1	6%	-0.2%	-38%	40%	i	60	i	3.0	63%	-1.0%	5.8	94
CCOc1ccccc1-c1ccc(C(=O)NCc2ccccc2)o1	5%	-0.3%	-16%	-4%	i	18	i	0.2	-6%	1.9%	0.6	102
Cc1cc(NC(=O)CCS(=O)(=O)c2nc(-c3ccccc3)cc(C(F)(F)F)n2)no1	0%	0.2%	24%	/	i	42	i	0.1	/	-1.3%	25	56
Cc1cccc(N(CC(=O)NC2CCCC2)C(=O)CCC(=O)Nc2nc(C)cs2)c1	-1%	0.1%	9%	6%	i	28	i	0.2	-17%	-2.4%	-1.4	41
O=C1NCCCc2c1oc1cc(Br)c(O)c(Br)c21	-3%	0.0%	3%	22%	i	46	i	0.9	4%	-1.8%	0.1	71
CCOC(=O)c1sc(NC(=O)CN(CC)CC)c(C(=O)OCC)c1C	19%	-0.1%	-32%	8%	i	21	i	0.4	4%	2.1%	0.8	55
Oc1ccc(/C=N/NC(=S)N2CCOCC2)cc1	-1%	0.0%	17%	-12%	i	51	i	0.2	4%	-6.2%	4.1	29
CCOC(=O)/C(=N\Nc1ncnc2ccccc12)c1ccc(OC)cc1	5%	-0.1%	-9%	-73%	i	19	/	/	-39%	5.6%	0.8	43
C[n+]1cccc(/C=N/Nc2nc(Cl)c(C#N)c(Cl)c2Cl)c1	7%	-0.1%	19%	19%	i	10	i	0.3	2%	1.9%	2.1	64
Cc1cccc(Nc2nc(N)c([N+](=O)[O-])c(N3CC(C)OC(C)C3)n2)c1 (configuration not stated)	0%	0.0%	-17%	18%	i	50	i	0.4	-3%	-4.6%	0.4	54
COc1ccc(N2C(=O)CC(N3CCN(Cc4ccc5c(c4)OCO5)CC3)C2=O)cc1 (configuration not stated)	2%	0.0%	-29%	-6%	i	10	i	0.2	-54%	0.6%	1.6	46
CCOc1ccc(OCC)c(NC(=O)c2ccc(CNc3c(N4CCCC4)c(=O)c3=O)cc2)c1	8%	-1.9%	-21%	0%	i	47	i	0.2	6%	3.5%	-1.3	51
CN(C(=O)c1ccno1)c1nnc(-c2cnccn2)s1	6%	0.1%	17%	4%	i	48	i	0.1	-37%	-1.3%	-5.3	78
CCC1CCCCN1Cc1nc2c(c(=O)n(C)c(=O)n2C)n1CCCc1ccccc1 (configuration not stated)	4%	0.3%	-14%	-3%	i	34	i	2.6	3%	0.0%	3.2	86
O=C(CSc1nnc2c3c4c(sc3ncn12)CCCC4)NCc1ccco1	-2%	-0.2%	-4%	20%	i	28	i	0.5	-2%	1.6%	6.7	99
CN1CCC(=NNC(=O)c2ccc(N(Cc3ccccc3Cl)S(C)(=O)=O)cc2)CC1	12%	0.4%	19%	13%	i	34	i	0.6	-15%	-0.3%	0.7	39
CCS(=O)(=O)c1ccc(O)c(NC(=O)NC2CCCCC2)c1	0%	-0.1%	9%	-6%	i	29	i	0.5	1%	5.5%	1.5	68
CC1=Nn2c(nnc2-c2ccco2)SC1	11%	0.5%	43%	-2%	i	38	i	0.9	3%	-1.2%	3.1	92
O=C(NCC1CCOCC1)c1cc(COc2ccc(F)cc2F)on1	7%	0.2%	-14%	14%	i	61	i	0.0	-21%	-3.3%	0.9	65
O=C(COC(=O)c1cccnc1SCC(=O)NCc1ccccc1)NCc1ccccc1	-4%	-0.1%	12%	-8%	i	49	i	0.9	-8%	-1.2%	-1.5	100
Cc1ccccc1C(=O)Nc1ccccc1-n1cccc1	1%	-0.1%	-18%	-4%	i	24	i	6.4	-22%	0.8%	-0.2	57
O=C(NC(=S)Nc1ccccc1N1CCOCC1)c1ccc(-c2cc(Cl)ccc2Cl)o1	16%	-0.1%	10%	32%	i	53	i	0.3	2%	1.2%	2.8	75
O=C(c1ccc(Cl)cc1)c1nnc(-c2ccncc2)o1	4%	0.3%	11%	26%	i	19	i	1.1	12%	-4.2%	0.6	41
COCCn1c(SCC(=O)Nc2ccccc2F)nc2c([nH]c3ccccc32)c1=O	20%	0.0%	22%	-7%	i	11	i	1.1	-14%	-3.1%	0.8	63
O=C(Cc1ccccc1)NNC(=O)c1ccc(NC(=O)c2ccccc2)cc1	-5%	0.5%	3%	2%	i	47	i	0.0	-36%	-0.1%	2.0	47
COc1ccc(N(CC(=O)Nc2ccc(F)c(F)c2)S(=O)(=O)c2c(C)[nH]c(=O)[nH]c2=O)cc1	2%	-0.2%	-23%	5%	i	40	i	0.4	-31%	-1.2%	0.0	55
C/C(=N\Nc1nc(C)cc(-c2ccccc2)n1)c1ccc(C)o1	14%	0.3%	28%	4%	i	67	i	0.5	-9%	-4.7%	1.3	62
Cc1cc(C)c(C)c(OCC(O)CN2CCN(c3ccccn3)CC2)c1 (configuration not stated)	-3%	-0.2%	-28%	-15%	i	30	i	0.0	-24%	5.7%	-0.3	66
COc1ccc2[nH]c3c(c2c1)CCN1C(=O)N([C@@H](C)C(=O)NC2CC2)C(=O)[C@]31C	26%	0.5%	22%[20 µM]	/	i	57	i	2.5	/	1.9%	0.1	91
O=C1N/C(=C\c2ccccc2)c2ccccc21	-17%	-0.1%	-18%	-46%	i	47	+	2.4*	-19%	0.5%	1.2	61
CC(=O)Nc1ccc(S(=O)(=O)Nc2ccc(-c3ccc4nnc(C)n4n3)cc2)cc1	-2%	0.5%	-8%	5%	i	34	i	0.5	-24%	-4.0%	-1.2	72
CCOc1ccc(-c2nn[nH]n2)cc1OCC	7%	-0.2%	-6%	5%	i	53	i	1.5	-10%	16%	1.4	60
COc1ccc(C(=O)NCC(=O)N2CCC3(CC2)NCCc2[nH]cnc23)cc1	-11%	0.2%	-49%	-4%	i	24	i	7.1	-14%	1.7%	0.2	78
CNS(=O)(=O)c1cccc(C(=O)OCC(=O)N2CCc3ccccc3C2)c1	-7%	0.3%	0%	20%	i	9	i	1.1	2%	-8.5%	-2.9	48
CCOc1ccc(NC(=O)CC2C(=O)N(c3ccc(OC)c(Cl)c3)C(=S)N2C2CC2)cc1 (configuration not stated)	2%	-0.1%	-8%	-41%	i	5	i	0.0	-9%	4.1%	5.7	44
Cc1cc(C)n(CCc2nc(-c3ccco3)cs2)n1	8%	-0.1%	0%	2%	i	54	i	0.8	-6%	0.9%	1.0	52
O=C(Cc1ccc(F)cc1)OCN1C(=O)c2ccccc2C1=O	-1%	0.0%	-16%	12%	i	67	i	0.3	50%*	-1.2%	0.0	57
NC(=O)c1cc([N+](=O)[O-])cc2c1C=Cc1ccccc1O2	13%	0.3%	-30%	20%	i	57	i	0.4	-54%	3.3%	-1.1	52

Printed as active in NOD1 NF-kB reporter, of those listed so far:
Compound,GPR55 LPI antagonism,GPR55 activation,KOR beta-arrestin-1,NOD2 inhibition,T cell modulator,T cell modulator vesicle-bound %,Myeloid diff MLP GFP+ MAC1+ %,NOD1 NF-kB reporter,KOR beta-arrestin-2
O=C(Cc1ccc(F)cc1)OCN1C(=O)c2ccccc2C1=O,-1%,0.0%,-16%,12%,i,67,0.3,50%*,-1.2%
